From PubChem
zVAD death inh = inhibitors of zVAD-triggered necroptosis, primary screen, L929 cells | L929 zVAD necroptosis rescue, ATP luminescence, 24 h; with zVAD 60 µM | viability rescue, % at 10 µM | 0.38% of 220,000 active;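 active = activation, scaled between plate controls, above about 75%, limit read from the data; inactive = activation under that limit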;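 also: 0% = zVAD with DMSO and 100% = DMSO alone without zVAD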
EBV gp42 inh = Epstein-Barr virus gp42 inhibitors, primary screen, biochemical, uHTS, fluorescence polarization; Glycoprotein 42 (Epstein-Barr virus (strain AG876)), Q1HVG2; Fluorescence polarization binding assay, mP read-out; inhibition, % (tested at 21.74 µM); 0.42% of 220,000 active; AID 1085, 2008; in the data active = inhibition above about 50%
p47phox inh = p47phox/p22phox peptide binding inhibitors, primary screen, biochemical, uHTS, NADPH oxidase regulatory subunit; inhibition, % at 24.7 µM; fluorescence polarization, 2 h; 0.53% of 220,000 active; AID 1274, 2008; Neutrophil cytosol factor 1 (Homo sapiens), P14598;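 active = inhibition above about 30%, limit read from the data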;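 also: 0% = p47phox with labelled peptide and 100% = labelled peptide alone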
Target sequence (P14598 whole entry, looked up): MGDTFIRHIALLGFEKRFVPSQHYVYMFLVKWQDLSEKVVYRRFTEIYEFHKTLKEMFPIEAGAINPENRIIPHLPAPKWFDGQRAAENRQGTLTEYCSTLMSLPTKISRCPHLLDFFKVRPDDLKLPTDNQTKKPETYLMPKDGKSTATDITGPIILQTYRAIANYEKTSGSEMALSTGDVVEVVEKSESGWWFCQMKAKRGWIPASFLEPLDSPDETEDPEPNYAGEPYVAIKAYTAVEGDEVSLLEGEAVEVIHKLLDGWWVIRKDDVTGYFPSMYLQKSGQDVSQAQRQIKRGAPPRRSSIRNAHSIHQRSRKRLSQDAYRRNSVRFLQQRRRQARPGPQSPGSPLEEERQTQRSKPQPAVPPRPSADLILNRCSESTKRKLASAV
Hck Nef HTS = inhibitors of Nef-activated human Hck kinase, primary screen, biochemical, Z-Lyte FRET, 384-well, Hck-YEEI; Recombinant Hck-YEEI plus Nef, Z-Lyte FRET kinase assay; 0.68% of 220,000 active; inhibition, % at 20 µM;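 active = Hck-Nef kinase inhibition above about 50%, limit read from the data; inactive = inhibition below that limit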;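 also: 0% = DMSO with Hck plus Nef and 100% = Hck alone without Nef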
Runt-SMMHC FRET = inhibitors of RUNX1 Runt–CBFb-SMMHC binding, primary screen, biochemical, FRET, Cerulean-Runt, Venus-CBFb-SMMHC, uHTS; Cerulean-Runt/Venus-CBFb-SMMHC FRET ratio 530/480, 1 h; Runt-related transcription factor 1 (Homo sapiens) + Core-binding factor subunit beta …; inhibition, % at 20 µM; 0.74% of 220,000 active;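 active = mean inhibition across duplicate retests at 20 µM reaching about 50%, limit read from the data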;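 also: 0% = DMSO wells and 100% = wells with excess untagged CBFb-SMMHC; inhibitors lower the FRET ratio by blocking Runt binding to CBFb-SMMHC; some results filed as inactive read as strong as hits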
Target sequence (Q01196 whole entry, looked up): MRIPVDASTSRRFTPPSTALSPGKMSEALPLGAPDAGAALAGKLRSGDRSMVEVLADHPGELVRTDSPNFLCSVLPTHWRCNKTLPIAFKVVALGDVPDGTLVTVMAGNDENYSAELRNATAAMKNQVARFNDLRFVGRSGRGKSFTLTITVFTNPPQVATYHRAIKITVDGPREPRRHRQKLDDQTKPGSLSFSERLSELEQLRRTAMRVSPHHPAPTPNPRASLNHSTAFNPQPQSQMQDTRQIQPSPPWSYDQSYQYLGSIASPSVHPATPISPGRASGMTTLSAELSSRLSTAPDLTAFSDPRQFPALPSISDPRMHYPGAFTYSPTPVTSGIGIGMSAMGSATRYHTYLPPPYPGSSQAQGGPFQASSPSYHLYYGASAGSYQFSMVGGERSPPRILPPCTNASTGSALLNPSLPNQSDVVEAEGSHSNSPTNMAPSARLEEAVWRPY
Target sequence (Q13951 whole entry, looked up): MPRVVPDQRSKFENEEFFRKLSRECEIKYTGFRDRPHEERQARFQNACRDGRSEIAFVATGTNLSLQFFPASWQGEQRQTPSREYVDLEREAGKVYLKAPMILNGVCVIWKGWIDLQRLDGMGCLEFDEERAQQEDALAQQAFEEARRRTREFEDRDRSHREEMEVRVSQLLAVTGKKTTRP
Mdm2 ligase inh = MDM2-luciferase reporter signal enhancers, primary screen, MDM2 E3 ligase inhibitor project, cell-based, luminescence, 1536-well. E3 ubiquitin-protein ligase Mdm2 (Homo sapiens), Q00987. cell-based MDM2 ubiquitination luciferase reporter, 2 h; 0 = plate control, 100 = twice control, blank-subtracted. signal enhancement, % at 5 µM. 0.11% of 210,000 active. AID 1230, 2008;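 active = signal enhancement of 30% or more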;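 also: luminescence tracks abundance of the self-degrading MDM2-luciferase fusion protein; higher signal means inhibition of MDM2 E3 ligase activity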
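Test system: stable mammalian line carrying autodegrading MDM2–luciferase fusion reporter; quantity: 2000 cells in each well; times: 4 h cell settling then 2 h compound exposure, 37 °C; detection: luminescence with SteadyLite reagent, 15 min at room temperature; evaluation: percent signal gain over controls, blank-subtracted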
14-3-3 Bad inh = inhibitors of 14-3-3 zeta/Bad binding, primary screen, biochemical, TR-FRET, bovine 14-3-3 zeta. TR-FRET 14-3-3zeta/Dy647-pBad peptide displacement, 1 h. inhibition, % at 21.7 µM. 0.71% of 220,000 active. AID 781, 2007;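 active = inhibition above about 70%, limit read from the data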;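 also: 0% = full 14-3-3 plus peptide FRET controls and 100% = background without 14-3-3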
Runt-CBFb FRET = inhibitors of RUNX1 Runt–CBFb binding, primary screen, biochemical, FRET, Cerulean-Runt, Venus-CBFb, uHTS; AID 1496, 2009; Cerulean-Runt/Venus-CBFb FRET ratio 530/480, 1 h; inhibition, % at 20 µM; 0.46% of 220,000 active;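 active = inhibition over about 50% at 20 µM in the single-dose screen, limit read from the data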;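 also: 0% = DMSO wells and 100% = excess unlabeled CBFb competitor control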
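Buffer or medium: Tris pH 7.5 buffer with BSA. Assay system: Cerulean-labeled Runt domain protein. Amount: each fluorescent fusion protein 100 nM. Read-out basis: loss of energy transfer signal. Incubation: 1 h compound exposure, room temperature. Probe or stimulus: Venus-CBFb binding partner, 100 nM. Detection: FRET, excitation 422 nm, emission at 530 and 480 nm.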
TbHK1 inh = Trypanosoma brucei hexokinase 1 inhibitors, primary screen, biochemical, G6PDH-coupled NADH absorbance, MLSCN library | AID 1430, 2008 | 0.11% of 220,000 active | recombinant TbHK1, G6PDH-coupled NADH A340 | inhibition, % at 10 µM | hexokinase 1 [Trypanosoma brucei];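 active = inhibition of 50% or more in the single-dose primary screen; inactive = inhibition below 50%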
Starred values were filed as active, the others as inactive; . = no result given; [ ] = remark or other dose. Rows were taken by chance (roughly 3.2% active in at least one column).

SMILES	zVAD death inh	EBV gp42 inh	p47phox inh	Hck Nef HTS	Runt-SMMHC FRET	Mdm2 ligase inh	14-3-3 Bad inh	Runt-CBFb FRET	TbHK1 inh
CCn1nc(C)c(C(=O)Nc2cc(Oc3ccc(Cl)cc3)cc([N+](=O)[O-])c2)c1C	-0.1	-18	-10	5	-1	-40	-3	0	-22
Oc1c(I)cc(I)c2cccnc12	0.2	-13	4	-3	2	.	-17	1	2
O=C(NC(=S)Nc1ccc2oc(=O)ccc2c1)c1ccc(-c2cccc(Cl)c2Cl)o1	0.4	-17	16	29	3	2	62	7	-20
CCOC(=O)N1CCN(c2cc(=O)n(-c3ccccc3C)c(=O)[nH]2)CC1	1.1	-15	-12	18	2	1	-16	0	-5
O=C(CCl)N(c1ccccc1)c1ccccc1	64	-3	-2	5	3	-11	5	2	1
CC(C)CNC(=O)c1ccc(Cl)c(NC(=O)COc2ccccc2)c1	7.1	-18	-9	20	1	7	-6	0	-5
O=C(NN1C(=O)C2C(c3ccccc3)C=CC(c3ccccc3)C2C1=O)c1cccc(Br)c1 (stereo not given)	0.5	-24	-14	-1	-2	-7	-3[fluorescence artefact?]	-1	13
COc1ccc(NC(=O)COC(=O)C(CC(C)C)N2C(=O)C3CC=CCC3C2=O)cc1Cl (stereo not given)	0.6	-5	-11	5	3	-2	-30	-2	10
O=c1[nH]cnc2sc3c(c12)CCC3	0.6	-6	-6	10	-2	-63	0	0	4
CCOC(=O)C1=C(C)Nc2nnnn2C1c1ccccc1Cl (stereo not given)	-0.5	6	-1	5	-9	5	-15	-2	1
CC1CC(C)CN(CCCn2c(=S)[nH]c3ccccc3c2=O)C1 (stereo not given)	0.5	-3	-2	0	0	-13	-23	3	-9
CC1Cc2ccccc2N1Cc1nc2cc(Cl)ccc2c(=O)[nH]1 (stereo not given)	0.1	-22	-20	-17	-4	-4	-18	3	8
CC(=O)Nc1cc([N+](=O)[O-])ccc1N1CCOCC1	0.8	-12	-3	5	2	-2	42	1	-7
Cc1cc(C)c(S(=O)(=O)O)c(C)n1	1.1	-5	-10	0	-2	-9	62	0	2
COc1ccc(CCNC(=O)COC(=O)CCC(=O)c2ccc(F)cc2)cc1OC	2.1	2	-4	19	-1	-11	-19	0	-11
O=C(CCc1nnc(CCCCc2ccccc2)o1)NCc1cc(F)ccc1F	0.4	1	0	25	0	-4	-11	0	-1
O=c1[nH][nH]c(=O)c2c(NS(=O)(=O)c3ccccc3)cccc12	2.9	10	0	15	-1	-2	-13	0	-10
CCOC(=O)c1c(NC(=O)CCN2C(=O)c3ccccc3C2=O)sc(C(=O)OC(C)C)c1C	-0.3	-10	-10	0	-11	-7	9[fluorescence artefact?]	-5	-4
OCC1CCCCN1CCNCc1cn[nH]c1-c1cccc2ccccc12 (stereo not given)	0.1	-3	-2	15	4	-10	-12	1	5
CN(C)c1cc(O)c(C(=S)Nc2ccccc2)c(N(C)C)c1	5.4	-12	0	1	-14	-6	-9	-33	-13

13 entries from above, comma-delimited.
smiles,zVAD death inh,EBV gp42 inh,p47phox inh,Hck Nef HTS,Runt-SMMHC FRET,Mdm2 ligase inh,14-3-3 Bad inh,Runt-CBFb FRET,TbHK1 inh
COc1ccc(NC(=O)COC(=O)C(CC(C)C)N2C(=O)C3CC=CCC3C2=O)cc1Cl (stereo not given),0.6,-5,-11,5,3,-2,-30,-2,10
O=c1[nH]cnc2sc3c(c12)CCC3,0.6,-6,-6,10,-2,-63,0,0,4
CCOC(=O)C1=C(C)Nc2nnnn2C1c1ccccc1Cl (stereo not given),-0.5,6,-1,5,-9,5,-15,-2,1
CC1CC(C)CN(CCCn2c(=S)[nH]c3ccccc3c2=O)C1 (stereo not given),0.5,-3,-2,0,0,-13,-23,3,-9
CC1Cc2ccccc2N1Cc1nc2cc(Cl)ccc2c(=O)[nH]1 (stereo not given),0.1,-22,-20,-17,-4,-4,-18,3,8
CC(=O)Nc1cc([N+](=O)[O-])ccc1N1CCOCC1,0.8,-12,-3,5,2,-2,42,1,-7
Cc1cc(C)c(S(=O)(=O)O)c(C)n1,1.1,-5,-10,0,-2,-9,62,0,2
COc1ccc(CCNC(=O)COC(=O)CCC(=O)c2ccc(F)cc2)cc1OC,2.1,2,-4,19,-1,-11,-19,0,-11
O=C(CCc1nnc(CCCCc2ccccc2)o1)NCc1cc(F)ccc1F,0.4,1,0,25,0,-4,-11,0,-1
O=c1[nH][nH]c(=O)c2c(NS(=O)(=O)c3ccccc3)cccc12,2.9,10,0,15,-1,-2,-13,0,-10
CCOC(=O)c1c(NC(=O)CCN2C(=O)c3ccccc3C2=O)sc(C(=O)OC(C)C)c1C,-0.3,-10,-10,0,-11,-7,9[fluorescence artefact?],-5,-4
OCC1CCCCN1CCNCc1cn[nH]c1-c1cccc2ccccc12 (stereo not given),0.1,-3,-2,15,4,-10,-12,1,5
CN(C)c1cc(O)c(C(=S)Nc2ccccc2)c(N(C)C)c1,5.4,-12,0,1,-14,-6,-9,-33,-13

Next part
SMILES	zVAD death inh	EBV gp42 inh	p47phox inh	Hck Nef HTS	Runt-SMMHC FRET	Mdm2 ligase inh	14-3-3 Bad inh	Runt-CBFb FRET	TbHK1 inh
O=C(Nc1nc(-c2ccncc2)cs1)c1ccc(S(=O)(=O)N2CCOCC2)cc1	0.5	-28	-2	1	-7	4	10	-2	-4
CC(CN(C)Cc1ccccc1)OC(=O)c1ccc2c(c1)OCCO2 (stereo not given)	0.0	-19	-17	-7	-2	10	63	1	4
O=C(NC1CCCCCCC1)c1ccco1	0.1	-27	-4	0	-2	-4	12	1	-5
O=C(CN1C2=NCCN2c2ccccc21)N1CCOCC1	1.1	-8	-4	0	-2	0	14	1	-1
COCCn1c(=NC(=O)CSC(C)=O)sc2cc(OC)ccc21	-0.4	-10	-9	-8	1	-32	2	1	-25
Cc1csc(NC(=O)CCc2c(C)nc3cc(-c4cccc(F)c4)nn3c2C)n1	.	-8	-1	-3	2	.	2	-2	-5
CN(C1CCS(=O)(=O)C1)S(=O)(=O)c1ccc(N2CCCC2=O)cc1 (stereo not given)	-0.1	-1	0	-4	-1	-4	24	0	5
O=[N+]([O-])c1cccc(N/N=C/c2cc([N+](=O)[O-])ccc2O)c1	1.3	18	-2	30	-5	-14	15	-4	-20
COc1ccc(Sc2nc3ccccc3n3c(C(F)(F)F)nnc23)cc1	1.0	-16	2	0	2	-13	-6[fluorescence artefact?]	-3	-8
CCc1nnc(NC(=O)c2ccncc2)s1	2.8	-20	1	2	2	-9	-11[fluorescence artefact?]	-1	-5
COc1cc(C(=S)N2CCCC2)cc(OC)c1O	-0.8	0	-3	-6	-3	-18	-4	13	-8
CCOC(=O)c1cc2cc(C)ccc2[nH]1	0.1	-8	-5	0	0	-11	-6	0	-3
O=S(=O)(c1ccc(F)cc1)N1CCC2(CC1)OCCO2	1.9	1	-5	-31	-1	-1	-3	0	1
COc1ccc(C(=O)N2CCCC(c3nc(-c4cccs4)no3)C2)cc1 (stereo not given)	-0.3	5	-7	5	0	-16	-6[fluorescence artefact?]	0	47
CC(C)[C@H](NC(=O)c1ccco1)C(=O)OCC(=O)N(C)c1ccccc1	-1.5	-11	-14	5	-4	-8	-2	0	5
C/C(=N\NC(=O)c1cccc(C)c1)c1ccc(N2CCOCC2)cc1	0.3	-4	-3	1	3	-12	-5	0	-38
COc1ccccc1NC=C1C(=O)OC(C)(C)OC1=O	-0.9	-17	-10	0	0	-4	-10	-2	-56
O=C(Nc1ccc(F)cc1)C(Cc1ccccc1)n1cccc1 (stereo not given)	0.2	3	-4	19	-1	-15	3	-1	5
c1ccc(CSc2nc3ccccc3[nH]2)cc1	0.9	-1	-3	8	1	-28	-2	2	-5
CCOC(=O)C(C)Sc1ncc(OC)c(Sc2ccc(Cl)cc2)n1 (stereo not given)	0.2	-13	2	2	-9	-8	8	-3	-1

Next part (two carried over from the part before).
SMILES	zVAD death inh	EBV gp42 inh	p47phox inh	Hck Nef HTS	Runt-SMMHC FRET	Mdm2 ligase inh	14-3-3 Bad inh	Runt-CBFb FRET	TbHK1 inh
c1ccc(CSc2nc3ccccc3[nH]2)cc1	0.9	-1	-3	8	1	-28	-2	2	-5
CCOC(=O)C(C)Sc1ncc(OC)c(Sc2ccc(Cl)cc2)n1 (stereo not given)	0.2	-13	2	2	-9	-8	8	-3	-1
COc1ccc(C(=O)NC(=S)NCC2CCCO2)cc1 (stereo not given)	0.7	-1	-10	5	3	-6	3	0	-4
O=C(Nc1cccc(-c2csc(Nc3cccc(C(F)(F)F)c3)n2)c1)c1ccccc1	6.9	-14	-15	21	3	15	-4	5	-3
O=C(C1CCN(S(=O)(=O)c2cccs2)CC1)N1CCN(c2ccccc2)CC1	-0.8	-4	-14	-17	1	-7	-2	3	-2
Cc1cc(C)n(Cc2ccc(C(=O)Nc3cccc(Br)c3)o2)n1	0.0	-18	-15	6	0	-1	3	-1	1
Cc1cccc(Cc2nnc(CCC(=O)N3CCCC(CN4CCOCC4)C3)o2)c1 (stereo not given)	0.2	-8	2	22	4	0	-11	1	-5
COC(=O)c1c(NC(=O)c2cccs2)sc2c1CCCC2	3.2	3	-23	1	0	3	9	0	13
CC(C)Oc1ccc(CCc2nnc(SCC(=O)O)n2-c2ccccc2)cc1	1.3	-10	-3	17	2	-1	-4	0	-4
O=C(C1=C(O)C(=O)N(CCN2CCOCC2)C1c1ccccn1)c1cccs1 (stereo not given)	0.2	-10	-12	1	13	-6	-2	12	-23
O=C(Nc1nncs1)c1c(F)c(F)c(F)c(F)c1F	0.3	-8	4	1	-3	16	-1	3	6
CC(C)(C)c1nc(NCC2CCCO2)c2nnn(Cc3ccccc3)c2n1 (stereo not given)	-0.1	-10	-8	1	-8	-6	-6	-6	3
CC(Oc1ccc(Cl)cc1)C(=O)NNC(=S)NC(=O)c1ccco1 (stereo not given)	-0.1	-12	-14	8	3	7	1	4	15
CC(=O)c1cccc(Nc2nc(-c3cccc([N+](=O)[O-])c3)cs2)c1	0.4	-10	-4	-1	-1	-9	51[fluorescence artefact?]	3	-1
CCCN(CCC)S(=O)(=O)c1ccc(NS(=O)(=O)c2ccc(F)cc2)cc1	0.1	-23	-11	0	2	-11	6	-3	-1
